# Source: PubChem BioAssay (Broad Institute)
# BioA inh: blocks M. tuberculosis BioA enzyme activity. AID 602481. hit rate 0.096% among 360,000. purified M. tuberculosis BioA enzyme, plate reader. inhibition, % at 9.99 µM; in the data active = inhibition above about 40%
# * hit, by the source's call.
# Preview, four compounds:
SMILES,BioA inh
C[C@@H]1CN([C@H](C)CO)C(=O)c2cc(NS(=O)(=O)c3ccc(Cl)cc3)ccc2O[C@@H](C)CCCCO[C@@H]1CN(C)C(=O)NC1CCCCC1,-2.0
Cc1ccc(-c2cnc3c(c2)C(=O)N([C@@H](C)CO)C[C@@H](C)[C@H](CN(C)CC2CCCC2)O3)cc1,1.0
O=C(Cc1ccncc1)NCC[C@H]1CC[C@H](NC(=O)C2CC2)[C@@H](CO)O1,-3.7
CC(C)NC(=O)N1C[C@H]2[C@@H](c3ccccc31)[C@H](CO)N2Cc1ccccn1,2.8

# All compounds of this part, previewed entries included:
SMILES,BioA inh
C[C@@H]1CN([C@H](C)CO)C(=O)c2cc(NS(=O)(=O)c3ccc(Cl)cc3)ccc2O[C@@H](C)CCCCO[C@@H]1CN(C)C(=O)NC1CCCCC1,-2.0
Cc1ccc(-c2cnc3c(c2)C(=O)N([C@@H](C)CO)C[C@@H](C)[C@H](CN(C)CC2CCCC2)O3)cc1,1.0
O=C(Cc1ccncc1)NCC[C@H]1CC[C@H](NC(=O)C2CC2)[C@@H](CO)O1,-3.7
CC(C)NC(=O)N1C[C@H]2[C@@H](c3ccccc31)[C@H](CO)N2Cc1ccccn1,2.8
C[C@@H]1CN([C@@H](C)CO)C(=O)c2cc(-c3ccc(C(=O)N(C)C)cc3)cnc2O[C@@H]1CN(C)C(=O)c1ccncc1,2.7
C[C@H](CO)N1C[C@H](C)[C@@H](CN(C)S(=O)(=O)c2ccccc2)Oc2ccc(NS(=O)(=O)c3ccccc3)cc2CC1=O,-0.3
Cc1noc(C)c1NC(=O)Nc1ccc2c(c1)CC(=O)N([C@H](C)CO)C[C@H](C)[C@H](CN(C)C(=O)Nc1c(C)noc1C)O2,-0.5
Cc1ccc(S(=O)(=O)N(C)C[C@@H]2Oc3c(NC(=O)Nc4ccc(F)cc4)cccc3C(=O)N([C@@H](C)CO)C[C@@H]2C)cc1,-1.0
COc1ccc(NC(=O)N(C)C[C@@H]2Oc3ccc(NC(=O)CCC(F)(F)F)cc3CC(=O)N([C@@H](C)CO)C[C@@H]2C)cc1,0.4
CCNC(=O)[C@H]1[C@H](CO)[C@H]2Cn3c(ccc(/C=C/c4ccccc4)c3=O)[C@H]2N1C(C)=O,0.8
COc1ccc(NC(=O)Nc2ccc3c(c2)[C@H]2C[C@@H](CC(=O)N[C@@H](C)c4ccccc4)O[C@H](CO)[C@H]2O3)cc1,-0.9
Cc1noc(C)c1NC(=O)Nc1ccc2c(c1)C(=O)N([C@H](C)CO)C[C@@H](C)[C@@H](CN(C)Cc1ccc(Cl)c(Cl)c1)O2,1.1
COc1ccccc1C#Cc1ccc2c(c1)O[C@H](CN(C)Cc1ccccc1)[C@H](C)CN([C@@H](C)CO)S2(=O)=O,0.1
C[C@H]1CN([C@@H](C)CO)C(=O)CCCn2cc(nn2)CO[C@@H]1CN(C)Cc1ccncc1,-0.9
C[C@H]1CN([C@@H](C)CO)C(=O)c2cc(NC(=O)C3CCCCC3)ccc2O[C@H]1CN(C)Cc1ccc(Cl)c(Cl)c1,-1.6
CC(C)NC(=O)N[C@@H]1CC[C@@H](CCNC(=O)C2CC2)O[C@@H]1CO,-2.9
O=C(C[C@@H]1C=C[C@@H](NC(=O)c2cnccn2)[C@H](CO)O1)NCc1ccccc1F,4.7
C[C@@H](NC(=O)C[C@@H]1CC[C@H]2[C@@H](COC[C@H](O)CN2C(=O)Nc2cc(Cl)cc(Cl)c2)O1)c1ccccc1,-1.5
COc1ccc(CNC(=O)c2cc3c(c(-c4cccc(-c5ccc(C#N)cc5)c4)n2)[C@H](CCO)N([S@@](=O)C(C)(C)C)C3)cc1,1.6
CCCN(C)C[C@@H]1Oc2cc(-c3ccc(F)cc3)ccc2S(=O)(=O)N([C@H](C)CO)C[C@@H]1C,-0.5
COc1ccc(NC(=O)N(C)C[C@@H]2Oc3c(NC(=O)C4CCOCC4)cccc3C(=O)N([C@H](C)CO)C[C@H]2C)cc1,-3.5
C[C@H]1CN([C@@H](C)CO)C(=O)c2cc(-c3ccccc3F)cnc2O[C@H]1CN(C)C(=O)NC1CCCC1,0.5
COc1ccc(S(=O)(=O)N(C)C[C@@H]2OCc3ccccc3-c3c(n(C)c4ccccc34)C(=O)N([C@@H](C)CO)C[C@@H]2C)cc1,0.5
C[C@@H]1CN([C@H](C)CO)C(=O)c2cc(NS(=O)(=O)c3ccc(Cl)cc3)ccc2O[C@@H](C)CCCCO[C@@H]1CN(C)S(=O)(=O)c1cn(C)cn1,-2.2
Cc1ccccc1CN(C)C[C@@H]1OCc2cnnn2CCCC(=O)N([C@@H](C)CO)C[C@@H]1C,0.3
SMILES,BioA inh
O=C(Nc1ccc(C(F)(F)F)cc1)N[C@@H]1CC[C@@H](CCn2cc(C3(O)CCCC3)nn2)O[C@@H]1CO,4.2
COc1cccc(S(=O)(=O)N2CCCCN3[C@H](C2)[C@H](c2ccc(-c4ccccc4)cc2)[C@@H]3CO)c1,-3.9
CO[C@@H]1CN(C)C(=O)c2ccc(NC(=O)C3CCOCC3)cc2OC[C@H](C)N(C(C)=O)C[C@H]1C,-2.0
C[C@@H]1CN([C@@H](C)CO)C(=O)c2cc(-c3cccc(C#N)c3)cnc2O[C@@H]1CN(C)C(=O)c1cnccn1,-3.0
CCNC(=O)C[C@H]1C=C[C@@H](NS(=O)(=O)c2ccc(C)cc2)[C@H](CO)O1,-3.3
C[C@@H]1CN([C@@H](C)CO)C(=O)c2cc(C#C[C@@H](C)O)cnc2O[C@H]1CN(C)Cc1ccc(-c2ccccc2)cc1,1.6
CCC(=O)N[C@@H]1C=C[C@@H](CC(=O)OC)O[C@@H]1CO,1.7
Cc1ccc(S(=O)(=O)N(C)C[C@@H]2OCCCC[C@@H](C)Oc3ccc(NC(=O)c4ccncc4)cc3C(=O)N([C@@H](C)CO)C[C@@H]2C)cc1,2.7
C[C@@H]1CN([C@@H](C)CO)S(=O)(=O)c2ccc(C#CC3CC3)cc2O[C@H]1CN(C)C(=O)C1CC1,3.9
Cc1noc(C)c1NC(=O)N(C)C[C@@H]1Oc2ccc(NC(=O)Nc3ccc(C(F)(F)F)cc3)cc2C(=O)N([C@H](C)CO)C[C@H]1C,3.9
COc1ccc(-c2ccc([C@@H]3[C@H]4CN(C(=O)Cc5ccccc5)CCCCN4[C@H]3CO)cc2)cc1,2.1
C[C@@H](NC(=O)C[C@H]1CC[C@H]2[C@@H](COC[C@@H](O)CN2C(=O)Nc2cccc(F)c2)O1)c1ccccc1,7.8
CN1C(=O)c2cc(NC(=O)c3ccc(F)c(F)c3)ccc2OC[C@@H]2O[C@H](CC(=O)N3CCOCC3)CC[C@H]21,5.3
CO[C@@H]1CN(C)C(=O)c2cc(NC(C)=O)ccc2OC[C@H](C)N(CCc2ccccc2)C[C@H]1C,1.5
C[C@H](CO)N1C[C@H](C)[C@H](CN(C)CC2CCCCC2)OCCCC[C@H](C)Oc2ccc(NC(=O)NC3CCCCC3)cc2C1=O,-0.3
Cc1ccc(S(=O)(=O)Nc2ccc3c(c2)C(=O)N([C@@H](C)CO)C[C@H](C)[C@H](CN(C)S(=O)(=O)c2cn(C)cn2)O3)cc1,-1.0
N#C[C@H]1[C@H](c2ccccc2)[C@@H](CO)N1C(=O)c1cc(Cl)cc(Cl)c1,2.2
C[C@H]1CCCCO[C@H](CN(C)C(=O)c2ccccc2)[C@@H](C)CN([C@@H](C)CO)C(=O)c2cc(NC(=O)c3ccccc3)ccc2O1,0.3
O=C(C[C@H]1CC[C@@H]2[C@H](COC[C@H](O)CN2Cc2ccc3c(c2)OCO3)O1)Nc1ccc(-c2ccccc2)cc1,-2.1
COc1ccc(NC(=O)N(C)C[C@H]2Oc3ccc(NS(=O)(=O)c4cn(C)cn4)cc3C(=O)N([C@@H](C)CO)C[C@H]2C)cc1,-0.1
Cc1noc(C)c1NC(=O)Nc1cccc2c1O[C@H](CN(C)Cc1ccc(C(=O)O)cc1)[C@H](C)CN([C@H](C)CO)C2=O,-0.4
C[C@H](CO)N1C[C@H](C)[C@H](CN(C)S(=O)(=O)c2ccccc2)Oc2ccc(NC(=O)Cc3cn(C)c4ccccc34)cc2C1=O,-0.8
C[C@@H]1CCCCO[C@@H](CN(C)C(=O)Nc2cccc3ccccc23)[C@H](C)CN([C@@H](C)CO)C(=O)c2cc(NC(=O)C3CCCCC3)ccc2O1,0.0
COc1ccccc1-c1cnc2c(c1)C(=O)N([C@@H](C)CO)C[C@@H](C)[C@@H](CN(C)Cc1ccc(C(=O)O)cc1)O2,0.5
C[C@@H]1CCCCO[C@@H](CN(C)S(C)(=O)=O)[C@H](C)CN([C@H](C)CO)C(=O)c2cc(NC(=O)Nc3ccc(F)cc3)ccc2O1,0.8
SMILES,BioA inh
C[C@@H]1CCCCO[C@H](CN(C)C(=O)CCCN(C)C)[C@@H](C)CN([C@H](C)CO)C(=O)c2cc(NS(=O)(=O)c3cn(C)cn3)ccc2O1,-0.5
C[C@H]1CN([C@@H](C)CO)C(=O)c2cc(NS(=O)(=O)c3cccs3)ccc2O[C@@H]1CN(C)S(=O)(=O)c1cn(C)cn1,0.0
CC(C)NC(=O)Nc1ccc2c(c1)C(=O)N(C)[C@@H]1CC[C@H](CC(=O)Nc3ccccc3)O[C@@H]1CO2,9.5
C[C@@H]1CN([C@@H](C)CO)C(=O)c2cc(NC(=O)Nc3ccccc3)ccc2O[C@@H](C)CCCCO[C@@H]1CN(C)C(=O)CCC(F)(F)F,0.9
C[C@@H]1CN([C@@H](C)CO)C(=O)c2cccc(NC(=O)C3CC3)c2O[C@H]1CN(C)Cc1ccc(C(=O)O)cc1,-5.2
COc1ccc(S(=O)(=O)N(C)C[C@H]2Oc3ccc(NS(C)(=O)=O)cc3C(=O)N([C@H](C)CO)C[C@H]2C)cc1,0.3
C[C@@H]1CCCCO[C@@H](CN(C)S(=O)(=O)c2ccc(Cl)cc2)[C@H](C)CN([C@@H](C)CO)C(=O)c2cc(NS(=O)(=O)c3cn(C)cn3)ccc2O1,0.4
CCC(=O)N(C)C[C@H]1Oc2ncc(-c3ccccc3OC)cc2C(=O)N([C@H](C)CO)C[C@H]1C,-3.9
C[C@H]1CN([C@@H](C)CO)C(=O)Cc2cc(NC(=O)NC3CCCCC3)ccc2O[C@H]1CN(C)Cc1ccc2c(c1)OCO2,1.1
O=C(c1ccccc1)N1C[C@H]2[C@@H](c3ccccc31)[C@H](CO)N2Cc1cc(F)ccc1F,2.6
Cc1noc(C)c1NC(=O)N(C)C[C@@H]1Oc2ccc(NC(=O)NC3CCCCC3)cc2CC(=O)N([C@H](C)CO)C[C@H]1C,-2.3
C[C@@H]1CCCCO[C@H](CN(C)S(=O)(=O)c2cccs2)[C@H](C)CN([C@H](C)CO)C(=O)c2cc(NC(=O)CCC(F)(F)F)ccc2O1,2.0
CCC(=O)N1C[C@H](C)[C@@H](OC)CN(C)C(=O)c2cc(NC(=O)c3ccc(F)cc3)ccc2OC[C@H]1C,-1.5
C[C@H]1CN([C@@H](C)CO)C(=O)c2cccc(NC(=O)c3cnccn3)c2O[C@@H]1CN(C)S(=O)(=O)c1cccs1,-2.7
O=C(Cc1ccncc1)NCC[C@H]1CC[C@H](NC(=O)C2CCC2)[C@H](CO)O1,-1.7
CO[C@@H]1CN(C)C(=O)c2cc(NC(=O)C3CC3)ccc2OC[C@@H](C)N(Cc2cc(F)ccc2F)C[C@H]1C,-1.9
COC(=O)[C@H]1[C@H](CO)[C@H]2Cn3c(ccc(C4=CCCCC4)c3=O)[C@@H]1N2CC1CCCC1,1.8
C[C@H]1CN([C@@H](C)CO)S(=O)(=O)c2ccc(C#Cc3cccc(F)c3)cc2O[C@H]1CN(C)C,6.4
O=C(Nc1nccs1)[C@H]1[C@H](CO)[C@H]2Cn3c(cccc3=O)[C@H]2N1C(=O)C1CCCCC1,-0.5
CN(C)CCCNC(=O)C[C@H]1CC[C@H]2[C@H](COc3ccc(NC(=O)c4ccc5c(c4)OCO5)cc3C(=O)N2C)O1,0.9
Cn1cnc(S(=O)(=O)N2CC[C@@H]3[C@H](CO)Nc4ccc(C#Cc5ccc(F)cc5)cc4[C@@H]32)c1,-0.3
COC(=O)C[C@H]1C=C[C@H](NC(=O)c2ccccc2)[C@H](CO)O1,0.8
C[C@H](CO)N1C[C@H](C)[C@H](CN(C)C(=O)c2ccncc2)OCCCC[C@H](C)Oc2ccc(NS(=O)(=O)c3ccccc3)cc2C1=O,-1.0
CCC(=O)Nc1ccc2c(c1)OC[C@H](C)N(C(=O)c1ccccc1F)C[C@H](C)[C@H](OC)CN(C)C2=O,3.0
COC(=O)[C@H]1[C@H](CO)[C@H]2Cn3c(ccc(-c4ccc(F)cc4)c3=O)[C@@H]1N2C(C)=O,-1.9
N#C[C@@H]1[C@@H](c2ccc(-c3ccncc3)cc2)[C@@H](CO)N1C(=O)C1CCCC1,-0.2
C[C@H](CO)N1C[C@H](C)[C@H](CN(C)S(=O)(=O)c2ccc(Cl)cc2)Oc2c(NC(=O)C3CC3)cccc2C1=O,5.2
CO[C@H]1CN(C)C(=O)c2ccc(NC(=O)C3CCOCC3)cc2OC[C@H](C)N(CC2CC2)C[C@H]1C,-1.3
CN1CCN(C(=O)C[C@@H]2C[C@H]3c4cc(NC(=O)C5CCC5)ccc4O[C@H]3[C@H](CO)O2)CC1,-0.8

# Part of the list above, with each value named:
> C[C@@H]1CCCCO[C@@H](CN(C)C(=O)Nc2cccc3ccccc23)[C@H](C)CN([C@@H](C)CO)C(=O)c2cc(NC(=O)C3CCCCC3)ccc2O1
- BioA inh: 0.0

> COc1ccccc1-c1cnc2c(c1)C(=O)N([C@@H](C)CO)C[C@@H](C)[C@@H](CN(C)Cc1ccc(C(=O)O)cc1)O2
- BioA inh: 0.5

> C[C@@H]1CCCCO[C@@H](CN(C)S(C)(=O)=O)[C@H](C)CN([C@H](C)CO)C(=O)c2cc(NC(=O)Nc3ccc(F)cc3)ccc2O1
- BioA inh: 0.8

# Not all compounds are listed (hit frequency here may not be typical).
